# Screening data (PubChem BioAssay)
# ABCB6 inh 2: ABCB6 transporter inhibitors, primary screen, K562-ABCB6 cells, flow cytometry, MLPCN library; ATP-binding cassette sub-family B member 6 (Homo sapiens), Q9NP58; K562-ABCB6 porphyrin accumulation, 1 h; stronger effect = lower value; fluorescence ratio to DMSO, % at 10 µM; 360,000 compounds, 0.19% hits;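 active = fluorescence ratio to DMSO below 75%, the collection mean minus 3 SD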;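 note: signal is porphyrin accumulated inside mitochondria; 100% equals median channel fluorescence of DMSO control wells; lower ratio means ABCB6 inhibition with less porphyrin fluorescence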
# Exocytosis inh: LAMP-1 surface exposure blockers, TALL-104 cells – cell-based, flow cytometry, MLPCN library, primary screen; TALL-104 LAMP-1 surface exposure; cells stimulated with thapsigargin and PMA; inhibition, % at 10 µM; 360,000 compounds, 0.66% hits;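 active = inhibition above about 55%, limit read from the data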
# MC4R antagonist: MC4R antagonists of cAMP signaling, primary screen, cell-based, TR-FRET, antagonist arm of biased-ligand search; Melanocortin receptor 4 (Homo sapiens), P32245; inhibition, % at 6.5 µM; 360,000 compounds, 0.48% hits; MC4R-expressing cells, MTII-stimulated cAMP, LANCE TR-FRET; AID 540295, 2011;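 active = inhibition above its plate's cutoff, the mean of tested wells on that plate plus 3 SD, cut at about 29% in these data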;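 note: 0% = Melanotan II alone and 100% = Melanotan II plus saturating MCL0020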
# Target sequence (P32245 whole entry, looked up): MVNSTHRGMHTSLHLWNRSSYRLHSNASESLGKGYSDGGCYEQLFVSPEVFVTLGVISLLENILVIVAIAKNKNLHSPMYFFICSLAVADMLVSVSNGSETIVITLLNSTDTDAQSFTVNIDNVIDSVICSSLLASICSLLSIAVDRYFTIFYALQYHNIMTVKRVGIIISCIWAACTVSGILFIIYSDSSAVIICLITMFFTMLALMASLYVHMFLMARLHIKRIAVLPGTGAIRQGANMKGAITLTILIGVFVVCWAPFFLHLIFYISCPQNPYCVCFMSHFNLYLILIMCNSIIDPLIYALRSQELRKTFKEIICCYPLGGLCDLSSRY
#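 Material: human MC4R-expressing U2OS cells. Probe or stimulus: Melanotan II challenge. Dosing: 6.5 µM single dose. Times: 30-min compound, 1-h challenge, 1-h detection, room temperature. Technique: TR-FRET with Eu-cAMP and labeled anti-cAMP, 671 nm. Replication: singlicate.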
# CaV13 ICDI inh: Primary screen for inhibitors of IQ motif and Ca2+-dependent inactivation inhibitor domain binding in CACNA1D, Förster resonance energy transfer in living cells, …. AID 743397. 340,000 compounds, 0.098% hits. inhibition, % at 12.3 µM. HEK cells, CFP/YFP FRET ICDI-IQ, plate reader, 10 min; percent FRET-ratio fall versus neutral wells;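 active = mean replicate inhibition of at least 30% and at least 1% of replicates passing that level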;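 note: 0% = median of the neutral control wells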
# PDI inh: inhibitors of human PDI, primary screen, biochemical, turbidity, single point, plate reader. PDI insulin aggregation turbidity, A650, 90 min. AID 588391, 2011. inhibition, % at 10 µM. Protein disulfide-isomerase (Homo sapiens), P07237. 350,000 compounds, 0.052% hits;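 active = mean inhibition across replicates of 30% or more, whatever share of single replicates reach that level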;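 note: absorbance from insulin aggregation driven by PDI reduction with DTT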
# Target sequence (P07237 whole entry, looked up): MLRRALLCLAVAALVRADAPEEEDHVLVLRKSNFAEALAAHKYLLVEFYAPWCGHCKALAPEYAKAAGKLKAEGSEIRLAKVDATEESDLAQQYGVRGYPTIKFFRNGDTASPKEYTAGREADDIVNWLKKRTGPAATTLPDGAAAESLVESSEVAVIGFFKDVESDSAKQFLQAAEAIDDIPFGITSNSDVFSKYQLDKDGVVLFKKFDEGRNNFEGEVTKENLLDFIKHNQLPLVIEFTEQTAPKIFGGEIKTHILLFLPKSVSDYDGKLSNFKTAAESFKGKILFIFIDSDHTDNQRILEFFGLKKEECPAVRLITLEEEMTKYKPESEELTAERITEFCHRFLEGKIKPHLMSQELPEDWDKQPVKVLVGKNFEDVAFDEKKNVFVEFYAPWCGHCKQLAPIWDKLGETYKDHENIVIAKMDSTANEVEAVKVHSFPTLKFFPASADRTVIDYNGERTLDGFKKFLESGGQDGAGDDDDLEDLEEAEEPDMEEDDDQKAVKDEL
# H9c2 protect: cardioprotection against H2O2-induced cell death, primary screen, uHTS, H9c2 cells, ATPLite luminescence. H9c2 cardiomyocytes, H2O2 injury protection, 2 h. protection from H2O2 cell death, % at 20 µM. AID 588492, 2011. 360,000 compounds, 0.63% hits;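 active = compounds giving at least 50% protection of heart cells from peroxide-induced death in the single-dose screen, raw or plate-pattern-corrected value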;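 note: 0% = DMSO wells with peroxide and 100% = DMSO wells without peroxide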
# m5-HT2A agonist: mouse Htr2a agonists via beta-arrestin recruitment, primary screen, cell-based, luminescence | CHO-K1 mHTR2A beta-arrestin complementation; percent of 30 µM serotonin response | 360,000 compounds, 0.66% hits | AID 624169, 2012 | activation, % at 7.6 µM | 5-hydroxytryptamine receptor 2A (Mus musculus), P35363;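 active = activation above a run cutoff, the mean activation of all tested compounds plus 3 SD, cut at about 14% in these data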;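 note: 0% = plate median of compound wells and 100% = 30 µM serotonin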
# MC4R barr agon: MC4R agonists recruiting beta-arrestin, primary screen, cell-based, luminescence, agonist arm of biased-ligand search; Melanocortin receptor 4 (Homo sapiens), P32245; U2OS MC4R beta-arrestin complementation; percent of melanotan II response, DMSO zero; activation, % at 8.9 µM; 360,000 compounds, 0.98% hits;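 active = activation above a per-plate cutoff, the mean activation of sample wells on that plate plus 3 SD, cut at about 8% in these data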
# N-glyco inh: increase of ERlucT glycosylation luciferase signal, primary screen, N-linked glycosylation inhibitor project, D54 ERlucT cells, luminescence, set 2 | D54 ERlucT glycosylation luciferase reporter, 24 h; percent of 100 nM tunicamycin response | reporter increase, % at 12.5 µM | 360,000 compounds, 0.23% hits | AID 588692, 2011;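 active = mean luciferase reporter signal, scaled so untreated is 0 and the glycosylation-blocking control 100, at or above a set limit in every replicate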;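 note: luciferase carries N-glycosylation sites so blocking glycosylation raises the light; 0% = median of neutral control wells and 100% = median of 100 nM tunicamycin wells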
# ABHD5 PLIN5 PPI: ABHD5-PLIN5 interaction inhibitors, primary screen, cell lysate, split luciferase complementation, luminescence | Split G. princeps luciferase complementation, 4 h | 360,000 compounds, 0.78% hits | Perilipin-5 (Homo sapiens) + 1-acylglycerol-3-phosphate O-acyltransferase ABHD5 (Homo … | inhibition, % at 4 µM;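 active = inhibition above the mean inhibition across every tested compound plus 3 SD, cut at about 22% in these data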;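 note: 0% = DMSO only wells and the 100% control is not disclosed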
# * marks the source's active call; other numbers are inactive results; . = no result given.
1	Cc1cc(C)cc(NC(=O)C2CCN(S(C)(=O)=O)CC2)c1
2	COc1ccc(NC(=O)NCc2ccncc2)cc1
3	O=C(N1CCCCC1)N1CCN(c2ccc(Cl)cc2)CC1
4	COc1ccc(OCCN2CCCC2)cc1Nc1nnc(Cl)c(Nc2ccccc2S(C)(=O)=O)n1
5	O=C1NC(=O)C2(CCC(C(=O)O)C2)N1 (centres undefined)
6	CCn1c(SCC(=O)N(C)c2c(N)n(Cc3ccccc3)c(=O)[nH]c2=O)nnc1-c1cccs1
7	COc1ccc(-c2cc(C(=O)N(C)Cc3ccccc3)c3ccccc3n2)cc1
8	COc1ccc(-c2noc(N3CCC(C(=O)NCCCN4CCC(C)CC4)CC3)n2)cc1
Compound	1	2	3	4	5	6	7	8
ABCB6 inh 2	99	96	97	91	96	100	95	96
Exocytosis inh	-9	-1	-2	24	1	-8	74*	9
MC4R antagonist	13	8	16	-5	0	3	0	0
CaV13 ICDI inh	-4	.	-1	.	.	-5	-5	-5
PDI inh	-1	-1	-3	-2	5	-1	-1	.
H9c2 protect	8	16	-1	-6	-3	4	18	-5
m5-HT2A agonist	-3	4	-5	-2	-1	0	-2	-3
MC4R barr agon	-1.5	0.7	-2.0	-0.3	-1.0	-1.8	-0.2	0.9
N-glyco inh	0	1	-2	-4	1	3	-3	-8
ABHD5 PLIN5 PPI	-2	3	-4	9	-1	2	4	10

9	CC1CCCC(NC(=O)CCNC(=O)c2ccccc2Cl)C1C (centres undefined)
10	COc1cc(-c2noc(C)c2/C=C/c2ccc(N)cc2)cc(OC)c1OC
11	O=C(Nc1ccc(N2CCOCC2)cc1)c1ccc2ncsc2c1
12	COc1ccc(CCNC(=O)c2cc(-c3cc(Cl)ccc3O)n[nH]2)cc1OC
13	N/C(=N\OC(=O)c1csnn1)c1ccc(C(F)(F)F)cc1
14	CCN(Cc1ccncc1)Cc1nc(-c2ccc(C(=O)OC)cc2)no1
15	C#CCNC(=O)C1=C[C@H](c2ccc(C(F)(F)F)cc2)C[C@H](OCc2ccc(CO)cc2)O1
16	Cc1nc(SC2CC(=O)N(c3ccccc3)C2=O)nc2c1CCCC2 (centres undefined)
Compound	9	10	11	12	13	14	15	16
ABCB6 inh 2	99	98	93	95	95	96	100	100
Exocytosis inh	1	-2	4	10	-22	-1	-11	1
MC4R antagonist	-5	-13	-4	-2	12	-3	7	21
CaV13 ICDI inh	-6	-5	-5	1	-6	-6	-11	-8
PDI inh	8	-1	-7	1	6	6	-8	0
H9c2 protect	9	6	-5	-8	-4	-11	2	4
m5-HT2A agonist	-1	7	6	5	1	4	6	-2
MC4R barr agon	-0.7	-1.0	0.0	0.3	-1.4	-2.2	-1.6	-0.6
N-glyco inh	0	43*	-5	4	1	0	2	0
ABHD5 PLIN5 PPI	-6	-6	-8	3	-9	4	3	-10

# Entries of single compounds as entered above. Screens in order: ABCB6 inh 2, Exocytosis inh, MC4R antagonist, CaV13 ICDI inh, PDI inh, H9c2 protect, m5-HT2A agonist, MC4R barr agon, N-glyco inh, ABHD5 PLIN5 PPI
# C#CCNC(=O)C1=C[C@H](c2ccc(C(F)(F)F)cc2)C[C@H](OCc2ccc(CO)cc2)O1 in the list: 100, -11, 7, -11, -8, 2, 6, -1.6, 2, 3
# CC1CCCC(NC(=O)CCNC(=O)c2ccccc2Cl)C1C (centres undefined) in the list: 99, 1, -5, -6, 8, 9, -1, -0.7, 0, -6
# O=C(Nc1ccc(N2CCOCC2)cc1)c1ccc2ncsc2c1 in the list: 93, 4, -4, -5, -7, -5, 6, 0.0, -5, -8

# The results go on:
17	COC(=O)C1=C(C)N(Cc2ccccc2)C(=NCc2ccc(OC)cc2)N[C@H]1c1ccccc1
18	CN(c1ccccc1)S(=O)(=O)c1nnc(NC(=O)COc2ccccc2F)s1
19	Fc1ccc(CN2CCN(c3ncnc4scc(-c5ccccc5)c34)CC2)cc1
20	CCOC(=O)N1CCN(C(=O)COC(=O)c2cc(C)ccc2C)CC1
21	COc1cc(C(=O)ONC(=O)c2ccc(OC(F)F)cc2)cc(OC)c1OC
22	COc1cccc(CNC(=O)[C@@H]2CCCN2C(=O)[C@@H]2CCCN2)c1
23	CC(=O)NCC1(c2ccccc2)CCN(CC2COc3ccccc3O2)CC1 (centres undefined)
24	O=C(C1COc2ccccc2O1)N1CCN(c2nc3ccccc3s2)CC1 (centres undefined)
Compound	17	18	19	20	21	22	23	24
ABCB6 inh 2	120	95	97	94	96	97	99	98
Exocytosis inh	-11	14	74*	-1	1	-2	4	0
MC4R antagonist	5	2	5	-3	23	.	.	14
CaV13 ICDI inh	-5	-2	-3	-6	-4	-9	-5	.
PDI inh	7	6	0	9	-6	.	.	-1
H9c2 protect	8	-2	-8	-2	0	.	0	-5
m5-HT2A agonist	-7	7	-7	2	3	7	20*	2
MC4R barr agon	0.3	-1.6	4.8	1.4	-1.7	.	.	-2.4
N-glyco inh	-2	4	-7	0	5	.	3	-1
ABHD5 PLIN5 PPI	2	-7	-2	0	-1	-7	5	-11

25	CC(C)Nc1nc(NC(C)C)nc(N(C)C(N)=O)n1
26	CCN1CN(Cc2ccccc2)CNC1=S
27	S=C(NCCc1ccccc1)Nc1ccc(Cl)cc1
28	CS(=O)(=O)N(CC(=O)N1CCCCCC1)c1ccc(Br)cc1
29	COc1cc2c(cc1OC)/C(=C/C(=O)c1ccc(C)cc1)NCC2
30	O=C(c1ccco1)N1CCN(S(=O)(=O)c2cccs2)CC1
31	COc1ccccc1Nc1nc(-c2ccccc2)nc2ccccc12
32	CCCc1cc(C(=O)N/N=C/c2ccc(CC)s2)c2ccccc2n1
Compound	25	26	27	28	29	30	31	32
ABCB6 inh 2	101	104	95	103	104	93	96	104
Exocytosis inh	0	-5	-3	-8	-3	-3	3	5
MC4R antagonist	-6	8	10	2	-2	6	26	-22
CaV13 ICDI inh	.	-5	-3	-3	-3	-10	-9	-3
PDI inh	2	-1	4	4	1	-3	-6	-1
H9c2 protect	6	4	-9	-1	7	7	-7	-10
m5-HT2A agonist	3	13	0	1	-8	-2	0	-8
MC4R barr agon	-1.7	-1.4	0.2	-1.6	-2.6	4.8	-0.2	-0.3
N-glyco inh	2	4	-1	2	0	-2	-1	14
ABHD5 PLIN5 PPI	-7	0	-5	4	-4	-3	-4	-4

33	Cc1ccc(CN2CCNC(=O)C2CC(=O)N2CCN(c3ncccn3)CC2)o1 (centres undefined)
34	Cc1cccc(OC(C)C(=O)Nc2ccc3c(c2)OCCO3)c1 (centres undefined)
35	CC1=CC(C)(C)C(C(=O)O)C(C(=O)O)C1 (centres undefined)
36	COc1ccc(CCNC(=O)CNC(=O)Cn2ccc3ccccc3c2=O)cc1OC
37	Cc1cccc(N(C(=O)c2ccco2)C(C(=O)NC2CCCC2)c2cccnc2)c1C (centres undefined)
38	Cc1noc(C)c1COc1ccc(C(=O)N2CCCC(C(F)(F)F)C2)cc1 (centres undefined)
39	CCOC(=O)c1sc(Nc2nc3cc4c(cc3s2)OCO4)cc1C
40	Cc1cccc(CN2CCN(CC(=O)O)C2=O)c1
Compound	33	34	35	36	37	38	39	40
ABCB6 inh 2	101	93	85	93	100	100	93	97
Exocytosis inh	3	4	2	-3	-5	0	0	6
MC4R antagonist	-4	0	-1	12	4	0	5	6
CaV13 ICDI inh	-7	-6	-5	-3	-3	-7	-4	-4
PDI inh	-5	-5	-2	1	-7	6	11	-2
H9c2 protect	0	7	1	-3	7	-3	-5	-4
m5-HT2A agonist	0	3	-3	0	2	0	0	-2
MC4R barr agon	-3.0	-0.5	-2.2	-1.5	-2.2	-1.9	1.2	-2.2
N-glyco inh	1	2	0	1	-1	-2	-1	1
ABHD5 PLIN5 PPI	-2	-7	-6	-3	3	-7	2	-5

41	O=C(O)C1=C(C(=O)N2CCN(C(=O)c3ccco3)CC2)CCCC1
42	COc1ccc(C(=O)c2cc([N+](=O)[O-])ccc2N2CCCC2)cc1
43	CCCCNC(=O)C(C#N)c1nc2ccccc2nc1N1CCN(c2ccccc2F)CC1 (centres undefined)
44	CNC(=O)OCc1snc(-c2ccccc2)c1COC(=O)NC
45	CCN(CC)S(=O)(=O)c1ccc(C(=O)NC(=S)N2CCN(c3ccccc3O)CC2)cc1
46	COc1c[nH]n(C2CCCCC2)c(=O)c1=O
47	Cc1cc(C)cc(NC(=O)Cn2c(=O)oc3cc(S(=O)(=O)N4CCC(C)CC4)ccc32)c1
48	C[C@@H]1CN([C@H](C)CO)C(=O)c2c(c3ccccc3n2C)-c2ccccc2CO[C@H]1CN(C)Cc1ccc(-c2ccccc2)cc1
Compound	41	42	43	44	45	46	47	48
ABCB6 inh 2	101	99	107	102	94	100	102	102
Exocytosis inh	-4	22	-2	0	-3	-4	0	29
MC4R antagonist	11	-13	11	.	-2	4	15	19
CaV13 ICDI inh	-4	-4	.	-12	-14	-5	-6	-5
PDI inh	-7	-6	-1	.	-9	-2	-7	3
H9c2 protect	-3	6	-13	2	0	-3	-33	-12
m5-HT2A agonist	8	-8	1	-11	6	1	2	2
MC4R barr agon	-1.0	-3.5	-1.1	.	-0.3	-0.9	7.1	0.6
N-glyco inh	1	10	2	1	1	1	7	-5
ABHD5 PLIN5 PPI	2	2	0	2	-4	-2	-4	-9

# Copied from the list.
# compound 43 @ N-glyco inh: 2
# compound 44 @ ABHD5 PLIN5 PPI: 2

# Next part.
49	CC(C)n1cc(CNC(=O)C2CCC(=O)N(Cc3ccccc3F)C2)cn1 (centres undefined)
50	O=C(OCC(=O)N1CCN(c2ccccc2)CC1)c1ccc[n+]([O-])c1
51	CC1=C(C(=O)Nc2ccccc2)C(c2ccncc2)C(C#N)=C(SCC(=O)NC(C)C)N1 (centres undefined)
52	CCC(=Cc1ccc(CC)cn1)CC
53	O=C(NN=C1CCCCCC1)c1c[nH]c2ccccc12
Compound	49	50	51	52	53
ABCB6 inh 2	100	103	97	96	96
Exocytosis inh	0	-4	0	1	-1
MC4R antagonist	3	14	10	11	-11
CaV13 ICDI inh	-7	-1	-4	-4	-2
PDI inh	11	8	0	9	17
H9c2 protect	10	1	-5	1	1
m5-HT2A agonist	-2	-3	9	0	-2
MC4R barr agon	-1.7	-1.3	-2.9	-1.6	3.6
N-glyco inh	0	-1	-2	-1	-1
ABHD5 PLIN5 PPI	2	1	4	-1	12
